# SIRT5 inh: inhibitors of human sirtuin-5 desuccinylase | AID 652115 | inhibition, % at 15 µM | Q9NXA8 | 330,000 tested, 1.1% active | Purified SirT5, succinyl-peptide AMC, trypsin-coupled fluorescence; in the data active = inhibition above about 15%; inconclusive = no clear call, values can overlap the other calls
# miR-122 sensor: miR-122 inhibition in Huh7 cells; Huh7 miR-122 Renilla luciferase sensor, 48 h; neutral wells = 0, positive control = 100; activation (reporter increase), % at 12.5 µM; 340,000 tested, 0.3% active; AID 602342;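 active = mean replicate activation score at least 90 and every replicate individually at or above 90; inconclusive = only one of the two criteria met; inactive = neither criterion met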;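 note: higher luciferase means less miR-122 activity so hits act as miR-122 inhibitors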
# DENV2 CPE rescue: inhibitors of DENV2 cytopathic effect. DENV2-infected cells, cytopathic effect rescue, plate reader. CPE inhibition, % at 9.99 µM. 350,000 tested, 1.7% active. AID 651640; in the data active = CPE inhibition above about 20%, passing the limit was not always enough; inconclusive = no clear call, values can overlap the other calls; tested in BHK-21 cells;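 note: 0% = median of neutral control wells and 100% = median of positive control wells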
# ERAP1 inh: inhibitors of human ERAP1 aminopeptidase. Q9NZ08. recombinant ERAP1, Leu-AMC fluorescence, 60 min. inhibition, % at 10.7 µM. 340,000 tested, 0.15% active. AID 652197;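 active = mean replicate inhibition of at least 30%, or all replicates individually reaching that 30% level; inactive = mean below 30% and not every replicate reaching it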;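 note: 0% = neutral control wells and 100% = L-leucinethiol positive control wells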
# Target sequence (Q9NZ08 whole entry, looked up): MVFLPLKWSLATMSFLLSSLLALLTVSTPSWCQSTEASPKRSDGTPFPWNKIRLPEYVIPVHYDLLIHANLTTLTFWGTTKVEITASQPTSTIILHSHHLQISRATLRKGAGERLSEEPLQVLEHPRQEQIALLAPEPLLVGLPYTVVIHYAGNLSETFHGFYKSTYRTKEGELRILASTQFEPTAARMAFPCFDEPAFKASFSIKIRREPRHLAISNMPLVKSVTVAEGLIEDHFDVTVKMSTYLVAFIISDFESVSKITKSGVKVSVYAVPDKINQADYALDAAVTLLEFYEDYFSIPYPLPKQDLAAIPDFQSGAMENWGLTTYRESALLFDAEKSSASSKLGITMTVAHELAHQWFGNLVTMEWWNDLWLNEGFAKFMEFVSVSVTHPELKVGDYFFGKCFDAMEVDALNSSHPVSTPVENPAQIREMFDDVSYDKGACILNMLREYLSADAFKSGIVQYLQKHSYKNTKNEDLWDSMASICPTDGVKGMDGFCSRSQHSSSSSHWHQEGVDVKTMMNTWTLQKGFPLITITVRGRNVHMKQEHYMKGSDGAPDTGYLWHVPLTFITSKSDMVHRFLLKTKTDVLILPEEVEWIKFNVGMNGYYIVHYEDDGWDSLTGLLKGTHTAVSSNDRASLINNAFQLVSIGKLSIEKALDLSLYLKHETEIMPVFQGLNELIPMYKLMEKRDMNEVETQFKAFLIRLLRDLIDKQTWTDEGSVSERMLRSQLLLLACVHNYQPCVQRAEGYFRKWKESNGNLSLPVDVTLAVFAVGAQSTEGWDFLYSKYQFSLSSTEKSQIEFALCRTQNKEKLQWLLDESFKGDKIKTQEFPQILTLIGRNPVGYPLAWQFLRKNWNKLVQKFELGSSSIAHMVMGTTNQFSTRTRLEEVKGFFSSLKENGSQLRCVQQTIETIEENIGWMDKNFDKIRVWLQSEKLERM
# Casp6 inh: inhibitors of human caspase-6. P55212. purified caspase-6, Z-VEID-R110 cleavage fluorescence. inhibition, % at 12.5 µM. 350,000 tested, 0.53% active;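 active = mean inhibition across replicates at least about 35%, with every replicate also reaching that limit, limit read from the data; inconclusive = only one of the two criteria met; inactive = neither criterion met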;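 note: 0% = median of neutral control wells and 100% = no fluorescence left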
# ERp5 inh: ERp5 (human) disulfide isomerase inhibition | Q15084 | ERp5 insulin aggregation, absorbance 650 nm, 90 min | inhibition, % at 9.99 µM | 350,000 tested, 0.05% active;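 active = mean replicate inhibition above about 25%, with every replicate also reaching it, limit read from the data, passing the limit was not always enough; inconclusive = only one of those two criteria met; inactive = neither criterion met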
# F508del corr: CFTR F508del correction in bronchial cells. activity (quench increase), % at 7.58 µM. 350,000 tested, 0.36% active. CFBE cells, YFP halide quenching; stimulated with forskolin plus potentiator P3; % fluorescence drop versus neutral controls. AID 720511;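 active = mean added fluorescence quench of at least 8% versus neutral control, with both replicates also reaching 8%; inconclusive = only one of the mean or replicate conditions met; inactive = mean below 8% and not both replicates reaching 8%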;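 note: cells transiently co-express mutant CFTR-F508del with the halide-sensitive YFP; corrector assay measuring rescue of mutant channel to the surface after 24 h compound exposure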
# Starred values were filed as active, the others as inactive; u = inconclusive; x = no result given; [ ] = dose if it differs, or a comment.
Structure	SIRT5 inh	miR-122 sensor	DENV2 CPE rescue	ERAP1 inh	Casp6 inh	ERp5 inh	F508del corr
C=CC[C@H](CC(=O)N(CCO)Cc1ccccc1)C(=O)N[C@@H](COC(=O)[C@@H](CC=C)Cc1ccc(F)cc1)Cc1c[nH]c2ccccc12	-5	x	19	x	-1	-2	1.3
O=C(O)c1cccc(C(=O)O)c1Br	x	x	u	1	0	4	-1.5
c1ccc2sc(SCSc3nc4ccccc4s3)nc2c1	-5	-5	3	x	-3	2	-0.9
COc1cc(NC(=O)CCCN2C(=O)NC(C)(C)C2=O)cc(OC)c1	-1	-10	8	2	0	4	3.9
C[C@@H]1CCCCO[C@@H](CN(C)C(=O)Nc2ccc(F)cc2)[C@H](C)CN([C@H](C)CO)C(=O)c2cc(NC(=O)Cc3ccccc3)ccc2O1	7	-5[16.7 µM]	0	0	0	0	-0.8
O=C(Nc1nnc(S(=O)(=O)N2CCCCCC2)s1)c1ccccc1	1	1	3	3	0	-4	-1.3
O=C1OCCN1C(=O)[C@H]1[C@H](c2ccc(Cl)cc2)C(c2ccccc2)=NN1c1ccc(Br)cc1	-1	-3	2	x	-1	-3	4.4
CC(C)Oc1ccc(S(=O)(=O)N2CCCCC2)cc1NC(=O)CN1CCCC1c1cccs1 (stereo not given)	-3	x	1	2	-4	6	4.0
Cc1ccc(Nc2c(-c3ccccn3)nc3ccc(C)cn23)cc1	-2	10	-16	5	3	1	-1.0
O=C(NCc1ccccc1)c1csc(-c2cccnc2)n1	3	x	4	1	-1	4	-1.1
COc1cccc(C(=O)NCC(=O)OCC(=O)Nc2ncc(Cl)cc2Cl)c1	-2	x	0	0	-4	3	-0.4
COc1ccc(C(C(=O)NC(C)(C)C)n2c(=O)c(-c3ccco3)nc3ccccc32)cc1 (stereo not given)	x	x	9	2	3	8	-0.5
O=C(CN1CC(c2ccccc2)CC1=O)N/N=C/c1cc(Br)ccc1O (stereo not given)	20*	x	0	-3	20	-3	x
CCC(C)(C)NC(=O)CN(C(=O)CCC(=O)Nc1nccs1)c1ccc2c(c1)OCO2	0	-6	6	1	4	0	0.6
COc1ccc(C(=O)N2CCN(S(=O)(=O)c3ccc(Br)cc3)CC2)cc1	-2	2	0	2	3	-1	-2.1
CNC(=O)C[C@@H]1CC[C@H]2[C@@H](COc3ccc(NS(=O)(=O)c4ccccc4C)cc3C(=O)N2C)O1	0	0[16.7 µM]	2	0	0	1	-2.8
C[C@@H]1CN([C@@H](C)CO)C(=O)c2cc(-c3ccccc3)cnc2O[C@@H]1CN(C)Cc1ccccc1	-3	-5[16.7 µM]	6	1	1	-4	-0.1
O=C(CSc1nc(-c2ccco2)cc(C(F)(F)F)n1)NCC1CCCO1 (stereo not given)	3	9	0	2	3	7	-2.2
CCN(c1cc(C)cc(C)c1)S(=O)(=O)c1nnc(NC(=O)c2ccco2)s1	-2	3	-5	0	8	3	-0.7
O=C(c1cn(-c2ccccc2)nc1-c1cc2ccccc2oc1=O)N1CCOCC1	-13	7	0	22	-2	3	-3.0
O=c1[nH]c(/C=C\c2ccc(O)cc2)nc(O)c1[N+](=O)[O-]	-3	2	0	8	19	1	-1.2
O=C(C[C@@H]1CC[C@H]2[C@@H](COC[C@H](O)CN2C(=O)C2CCOCC2)O1)NCc1ccncc1	-1	3[16.7 µM]	-6	-6	2	1	-0.3
COc1ccc(NS(=O)(=O)c2cccc(C(=O)NC3CCN(Cc4ccccc4)CC3)c2)cc1	2	-6	6	-3	-2	0	1.4
O=C(COC(=O)c1nc(Cl)ccc1Cl)NC(=O)c1ccccc1	-1	-3	-5	-2	-1	7	-1.2
O=C(COC(=O)c1ccccc1O)Nc1cccc(S(=O)(=O)NC2=NCCCCC2)c1	0	8	-4	1	-1	2	-1.7
CC1(C)CC(=O)C(CC2=C(N)CC(C)(C)CC2=O)=C(N)C1	2	x	-2	1	-1	4	-1.1
COCC(=O)Nc1ccc2c(c1)[C@@H]1C[C@H](CC(=O)NCc3ccccc3F)O[C@H](CO)[C@@H]1O2	-2	11[16.7 µM]	2	-4	0	1	6.4
COc1ccc(CCN2CC(C(=O)Nc3ccc(S(C)(=O)=O)cc3)CC2=O)cc1OC (stereo not given)	-1	x	-3	5	2	-2	-2.1
O=C(COC(=O)c1ccc(N2CCCC2=O)cc1)c1ccccc1	-1	0	-1	-3	1	-4	2.8
Cc1cc(/C=C2/NC(=O)NC2=O)c(C)n1-c1ccncc1	-2	1	-5	0	1	0	-0.7
c1ccc(N=C2SCCCS2)cc1	x	0	-6	1	5	1	-4.4
O=C(Cn1ncc2c(=O)oc3ccccc3c21)N1CCc2ccccc2C1	11	x	5	7	2	7	-1.6
Cn1c(=O)c2cc(NC(=O)NCc3ccccc3)ccc2n1Cc1ccc(Cl)cc1	-3	7	16	-4	2	-2	1.9
NC(=O)c1ccc(Nc2ccc([N+](=O)[O-])cc2[N+](=O)[O-])cc1	1	-2	0	13	2	0	0.1
C/C(=N\Nc1nc(C(=O)O)cs1)c1ccccc1	1	x	-5	3	5	4	-1.9
COCC(=O)Nc1ccc2c(c1)OC[C@H](C)N(Cc1cccc(F)c1)C[C@@H](C)[C@H](OC)CN(C)C2=O	-1	x	-9	-5	0	1	0.3
COc1ccc(-c2cc3ccc(OCC(C)=O)cc3oc2=O)cc1	-9	x	-3	5	2	1	-0.2
Cc1c(N=C2N=C(NC(=O)c3ccc(F)cc3)c3ccccc32)c(=O)n(-c2ccccc2)n1C	-3	x	2	6	-3	6	x
C=CCOc1c(OC)cc(/C=N/Nc2cccc(C(=O)O)c2)c(Br)c1Br	x	10	1	6	43*	-2	x
Cc1ccc(C(=O)Nc2ccc(N3CCN(S(C)(=O)=O)CC3)cc2)cc1	1	-4	4	-1	-5	1	-3.4

# For convenience, some entries already given.
Structure	SIRT5 inh	miR-122 sensor	DENV2 CPE rescue	ERAP1 inh	Casp6 inh	ERp5 inh	F508del corr
c1ccc(N=C2SCCCS2)cc1	x	0	-6	1	5	1	-4.4
O=C(Cn1ncc2c(=O)oc3ccccc3c21)N1CCc2ccccc2C1	11	x	5	7	2	7	-1.6
Cn1c(=O)c2cc(NC(=O)NCc3ccccc3)ccc2n1Cc1ccc(Cl)cc1	-3	7	16	-4	2	-2	1.9

# Additional entries:
Structure	SIRT5 inh	miR-122 sensor	DENV2 CPE rescue	ERAP1 inh	Casp6 inh	ERp5 inh	F508del corr
O=C(COC(=O)CNC(=O)c1ccc(Cl)c([N+](=O)[O-])c1)NC(=O)c1ccccc1	-1	-1	u	0	3	5	-1.5
O=C(CCN1C(=O)c2ccccc2S1(=O)=O)Nc1cccc2ccccc12	-4	x	-7	-1	1	-1	1.2
O=C(CSc1nc2ccccc2[nH]1)Nc1ccccc1F	0	-2	-5	7	-3	-10	3.3
Cc1noc(C)c1S(=O)(=O)Nc1ccc2c(c1)C(=O)N([C@H](C)CO)C[C@H](C)[C@@H](CN(C)S(=O)(=O)c1c(C)noc1C)OCCCC[C@@H](C)O2	1	10[16.7 µM]	3	4	1	-5	-2.0
Cn1c(=S)c2[nH]c(SCc3cccnc3)nc2n(C)c1=O	-2	x	-6	3	-1	2	2.3
N#Cc1ccccc1S(=O)(=O)N1CCN(CC(O)c2ccccc2)CC1 (stereo not given)	x	x	x	1	-2	1	-0.8
CNc1c(NS(=O)(=O)c2ccc(F)c(Cl)c2)c(=O)oc2ccccc12	-6	x	1	-2	-4	3	-3.3
Cc1ccc(Nc2nc(N3CCOCC3)nc(N3CCOCC3)n2)cc1C	-2	4	4	-2	3	1	-6.4
COc1ccc(-c2cc(C(=O)N3CCN(c4ccccc4OC)CC3)no2)cc1OC	5	0	-2	x	-2	2	-2.8
O=C(NCc1ccc(Cl)cc1)C1CCCN(c2cnccn2)C1 (stereo not given)	-2	x	-3	1	3	-4	2.0
COc1ccc2oc(C(=O)N3CCN(S(=O)(=O)c4c(C)c(C)cc(C)c4C)CC3)c(C)c2c1	-1	-1	u	2	-106	-1	0.6
Nc1ncnc2c1ncn2C1OC(C(=O)NC2CC2)C(O)C1O (stereo not given)	1	-3	-1	-1	-7	0	3.7
C[C@@H]1CCCCO[C@@H](CN(C)C(=O)Nc2ccc(F)cc2)[C@H](C)CN([C@@H](C)CO)C(=O)c2cc(NC(=O)Nc3ccccc3)ccc2O1	12	-8[16.7 µM]	0	-4	-2	0	-0.3
COC(=O)CN(C)C(=O)CC1C(=O)NCCN1CC(C)(C)C (stereo not given)	8	x	1	-3	0	-3	-1.6
COc1ccc(N(CC(=O)NCCc2ccc(OC)c(OC)c2)S(=O)(=O)c2c(C)noc2C)cc1	-4	-6	1	0	0	0	-1.5
CN(Cc1c(C(=O)N/N=C/c2ccc(F)cc2)nnn1-c1nonc1N)C1CCCCC1	-2	-8	10	-3	1	7	-1.3
CC1CCc2nc3ccc(S(=O)(=O)N4CCC(C(=O)NCc5ccccc5Cl)CC4)cc3c(C(=O)O)c2C1 (stereo not given)	3	x	2	-2	45*	-5	-1.3
CC(=O)Nc1ccc(Nc2ccc([N+](=O)[O-])cn2)cc1	0	-10	6	4	1	0	-3.7
COc1ccc(NC(=O)Nc2cccc3c2O[C@@H](CN(C)S(=O)(=O)c2cn(C)cn2)[C@H](C)CN([C@H](C)CO)C3=O)cc1	3	9[16.7 µM]	-19	3	0	-13	2.8
CCOc1cccc(SCc2noc(C(=O)NCC3CCCO3)c2C(=O)O)c1 (stereo not given)	x	-8	5	-1	-2	7	5.0
O=C(CSc1nc2c(cnn2-c2ccccc2)c(=O)[nH]1)N1N=C(c2cccs2)CC1c1ccc(F)cc1 (stereo not given)	2	-6	1	4	-2	7	-1.0
O=C(NNC1CC(=O)N(c2ccc(Cl)cc2)C1=O)c1ccco1 (stereo not given)	0	2	-2	3	-3	1	-1.5
COc1ccccc1-c1cnc2c(c1)C(=O)N([C@H](C)CO)C[C@@H](C)[C@H](CN(C)Cc1cccc(F)c1)O2	4	6[16.7 µM]	-6	-3	-2	-3	-1.3
CCOc1ccccc1N1C(=O)c2ccc(C(=O)Nc3cccnc3)cc2C1=O	x	-9	-8	1	1	12	-0.5
CC1CN(S(=O)(=O)c2ccc(C(=O)Nc3nccs3)cc2)CC(C)O1 (stereo not given)	1	3	-4	-3	4	2	0.8
CCOc1cc(C(=O)Nc2cc(F)ccc2C)ccc1OCC(=O)N1CCOCC1	0	3	12	2	-2	12	3.2
COc1ccc(-c2c(Sc3ccccc3)c3cc(-c4ccc(OC)c(F)c4)ccc3n2C)cc1	-1	x	-5	0	-3	1	1.9
Cc1cc(C(=O)Cn2nc(C(=O)O)c3ccccc3c2=O)c(C)n1CC(F)(F)F	-1	-3	u	-1	1	-5	-1.6
COc1ccccc1C#Cc1cnc2c(c1)C(=O)N([C@H](C)CO)C[C@@H](C)[C@H](CN(C)C(=O)CN(C)C)O2	5	1[16.7 µM]	10	1	-4	1	-1.3
O=C(NCC1CCCO1)c1ccc(N2CCCCC2)c([N+](=O)[O-])c1 (stereo not given)	-1	4	-4	2	0	2	-1.6
C[C@@H]1CCCCO[C@H](CN(C)S(=O)(=O)c2ccc(Cl)cc2)[C@H](C)CN([C@@H](C)CO)C(=O)c2cc(NS(=O)(=O)c3ccccc3)ccc2O1	16*	x	-11	-2	2	14	1.3
CC(=O)Nc1cccc(NC(=O)c2ccc(Br)cc2)c1	3	0	-7	2	15	-2	-0.8
Cc1ccc(S(=O)(=O)Nc2ccc3c(c2)CC(=O)N([C@@H](C)CO)C[C@H](C)[C@H](CN(C)S(=O)(=O)c2ccc(C)cc2)O3)cc1	6	-2[16.7 µM]	-4	-1	0	-9	2.1
CC1(C2(O)CCCCC2)NCCc2ccccc21 (stereo not given)	-1	-2	u	-5	-3	4	2.8
